Source: PubChem BioAssay
M. tuberculosis GlmU: inhibition of mycobacterial GlmU enzyme – biochemical, glucosamine-1-phosphate acetyltransferase (AID 1376). M. tuberculosis GlmU acetyltransferase enzyme assay; higher % means a stronger effect. inhibition, %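 (tested at 30 µM in the primary screen)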; hits with a dose series show IC50 in µM. 220,000 compounds, 0.25% hits; in the data active = inhibition above about 13%;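 also: 0% = complete reaction with vehicle and 100% = reaction without substrate; strong numbers were not always called active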
Mtb RmlCD inh: M. tuberculosis RmlC/RmlD inhibition. P9WH09+P9WH11. RmlC+RmlD coupled enzyme assay, percent inhibition; primary screen in compound mixtures. inhibition, % at 3.6 µM. 160,000 compounds, 0.03% hits. AID 1533; in the data active = inhibition mostly above about 34%, no sharp cut-off; also: some results filed as inactive read as strong as hits
Target sequence (P9WH09 whole entry, looked up): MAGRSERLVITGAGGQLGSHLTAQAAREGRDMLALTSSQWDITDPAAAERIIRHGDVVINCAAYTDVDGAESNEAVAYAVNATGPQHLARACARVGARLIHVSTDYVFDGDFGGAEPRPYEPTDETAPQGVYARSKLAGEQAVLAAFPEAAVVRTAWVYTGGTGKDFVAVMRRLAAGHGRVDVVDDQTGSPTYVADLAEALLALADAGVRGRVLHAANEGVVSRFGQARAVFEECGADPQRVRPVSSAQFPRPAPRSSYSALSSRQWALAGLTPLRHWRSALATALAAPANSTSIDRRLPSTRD
Target sequence (P9WH11 whole entry, looked up): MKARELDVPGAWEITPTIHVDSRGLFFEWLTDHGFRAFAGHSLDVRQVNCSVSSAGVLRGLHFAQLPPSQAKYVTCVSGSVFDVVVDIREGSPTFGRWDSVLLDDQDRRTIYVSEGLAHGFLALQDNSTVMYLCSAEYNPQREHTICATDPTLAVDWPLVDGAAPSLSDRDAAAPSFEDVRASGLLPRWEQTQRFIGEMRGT
Numbers without * were called inactive; / = not tested or not shown; & = joins results of further samples.

SMILES	M. tuberculosis GlmU	Mtb RmlCD inh
CC1CCCC(NC(=O)c2ccc3c(SCC(=O)O)c4c(nc3c2)CCC4)C1C (configuration not stated)	-1.0%	9
O=C1OCCN1C(=O)[C@H]1[C@H](c2ccc(F)cc2)C(c2ccc(F)cc2)=NN1c1ccc(Br)cc1	-0.1%	/
CCOC(=O)C(C(=O)OCC)C(C)C#CCN1CCCCC1 (configuration not stated)	-3.2%	6
CCOC(=O)/C(=C\C=C1/Sc2cc(OCC)c(OCC)cc2N1CC)C(C)=O	0.3%	/
Cc1ccc(Nc2nnc(SCc3cc(=O)n4ccsc4n3)s2)c(C)c1	7.0%	22
COc1ccc(/C(N)=N/OC(=O)c2ccc3c(c2)OCO3)cc1OC	4.3%	/
Cc1ccc(-c2noc(CCCc3ccccc3)n2)cc1	4.4%	/
Cc1ccc(-n2c(Cc3noc4ccccc34)n[nH]c2=S)cc1	4.2%	/
Cc1cc(OCCOCCN(C)C)ccc1Cl	-4.0%	-6
Cc1cccc(N2CCN(C(=O)CN(C)S(=O)(=O)c3ccc4c(c3)CCC(=O)N4)CC2)c1C	4.8%	/
Brc1ccccc1-c1nnc2sc(-c3ccc4c(c3)OCCO4)nn12	3.1%	/
CNC(=O)/C(=C\c1cccc(Oc2ccccc2)c1)NC(=O)c1ccccc1	0.8%	-7
CN(C)S(=O)(=O)c1cccc(NC(=O)COC(=O)c2cccn2C)c1	-6.0%	1
Cc1nn(-c2ccc(Cl)cc2)c(=O)c2c(C)noc12	-0.2%	17
CCC1(C)Cc2c(sc3c2c(=O)n(C)c2nnc(SCc4ccccc4)n32)CO1 (configuration not stated)	1.5%	-4
COc1cc(C(=O)OCCNC(=O)c2ccncc2)cc(OC)c1OC	0.6%	7
CN1C(=S)SC(N(O)C(=O)Nc2cccc3ccccc23)C1(C)C (configuration not stated)	-6.3%	8
CCOc1c(Cl)cc(CNCc2ccccn2)cc1OC	2.5%	8
O=C1CCCN1CC1CCN(Cc2nc(CC3CC3)no2)CC1	0.1%	12
O=C(Nc1cccc(Cl)c1N1CCOCC1)c1ccc([N+](=O)[O-])o1	10%	0
Cc1ccc(CS(=O)(=O)CCC(=O)NCc2cccs2)cc1	4.2%	15
O=C(CSc1nc2c(sc3ccccc32)c(=O)n1CCO)NCC1CCCO1 (configuration not stated)	2.5%	1
CC(C)Oc1ccc(C(=O)N2CCCc3ccccc32)cc1	-0.8%	-1
COc1cc(C(CCN2CCCCC2)c2c(OC)cc(OC)c3c(C)cc(=O)oc23)cc(OC)c1OC (configuration not stated)	-1.9%	/
O=C(O)CCCC(=O)N(Cc1ccccc1)Cc1ccccc1	3.2%	-5
The results go on:
SMILES	M. tuberculosis GlmU	Mtb RmlCD inh
Oc1ccc(Br)cc1CNc1ccccn1	0.6%	4
O=c1[nH]c(=S)[nH]nc1Cc1ccccc1	3.8%	/
Cc1cc(C)c(O)c(N)c1	4.0%	4
C=CCNCCCOc1ccc(Cl)cc1C(C)(C)C	-5.9%	3
CCN(C(=O)COC(=O)CNC(=O)C12CC3CC(CC(C3)C1)C2)C1CCS(=O)(=O)C1 (configuration not stated)	-2.5%	-8
CN(C)C1C(=O)c2ccccc2C1=O	-0.3%	-14
CCOCCc1nnc(NC(=O)Cc2ccc(Br)cc2)s1	0.7%	/
O=C(O)c1c[nH]c(=O)c2ccccc12	-2.1%	-5
Cc1cccc(CSC2=CS(=O)(=O)c3ccccc3N2)c1	-0.1%	-9
Cc1ccc(N2CCN(C(=S)c3ccc(-c4ccccc4[N+](=O)[O-])o3)CC2)cc1	0.7%	-4
CC1(C)CC(=O)N(CC(=O)O)c2ccccc2S1	-2.8%	1
O=C(c1ccco1)N1CCN(c2nc(C(F)(F)F)nc3c2nnn3Cc2ccccc2)CC1	-0.7%	-4
CCN(CC)S(=O)(=O)c1cccc(C(=O)Nc2sc3c(c2C(N)=O)CCCC3)c1	-1.6%	-14
Cc1c(C(=O)N2CCc3ccccc3C2)oc2ccc(S(=O)(=O)N3CCCCCC3)cc12	4.0%	-12
C=CCOC(=O)C1=C(C)NC2(O)c3ccccc3C(=O)C12O (configuration not stated)	-1.0%	10
COc1ccc(OC)c(C(=O)Cn2nnc3ccccc3c2=O)c1	-1.1%	-8
O=C(N/N=C/c1ccco1)c1ccn[nH]1	2.6%	/
O=C1Nc2ccc(Cl)cc2C12Nc1ccccc1-c1nnc(SCc3ccccc3F)nc1O2 (configuration not stated)	-4.6%	8
CC(C)(C)OC(=O)NCCNC(=O)c1cccs1	-0.4%	7
O=c1[nH]c2cc3c(cc2cc1C(c1nnnn1C1CCCCC1)N1CCSCC1)OCCO3 (configuration not stated)	/	-12
COCCNCc1ccccc1	-0.5%	/
COc1ccc(S(=O)(=O)NCc2ccc3c(c2)cc(C)n3C)cc1	4.0%	6
CCNc1nc(SCCOc2ccccc2)nc(N(C)C)n1	-3.1%	-5
CC(=O)N(CCC(c1ccccc1)c1ccco1)Cc1cccs1 (configuration not stated)	-1.4%	/
CCOC(=O)Cn1c(=NC(=O)c2sc3ccccc3c2Cl)sc2cc(S(N)(=O)=O)ccc21	6.9%	-16
(list continues)
SMILES	M. tuberculosis GlmU	Mtb RmlCD inh
O=C(Nc1ccc2c(c1)OCO2)c1noc2c1CCCCC2	-0.6%	/
O=C(Nc1ccccc1)N1CCCC(c2nc(-c3cccs3)no2)C1 (configuration not stated)	-2.2%	14
C=C(C)CN(CC)C(=O)CCc1nnc(CCCc2ccccc2)o1	-0.6%	-4
Cc1ccc(S(=O)(=O)Nc2cc(=O)[nH]c(SCC(=O)Nc3ccccc3Cl)n2)cc1	-0.7%	-3
O=C(C1=C[C@@H](c2csc3ccccc23)C[C@@H](OCc2ccc(CO)cc2)O1)N1CCOCC1	-0.9%	/
COc1ccc(/C=N/NC(=O)c2cccc(OC(F)(F)C(F)F)c2)c(OC)c1OC	5.5%	1
O=C(c1cccc(N2CCCC2=O)c1)N1CCOCC1	-2.2%	1
Cc1ccc(NC(=O)c2ccc(OC(=O)c3cc4ccccc4o3)cc2)cc1	3.0%	6
CC(C)CC(=O)NCCc1ccncc1	1.1%	-11
Cc1ccc(Nc2nnc(SCC(=O)NC3CCCc4ccccc43)s2)cc1 (configuration not stated)	-5.2%	14
Clc1cc2nc[nH]c2cc1Cl	0.6%	-3
COc1ccc(/C=C/c2nc(C)c(-c3ccccc3)c(=O)[nH]2)cc1OC	0.2%	10
Cc1cc([N+](=O)[O-])nn1CCCC(=O)Nc1cc(Cl)ccc1Cl	0.5%	/
Cc1nn(C)c(C(=O)Nc2cccc(CN3CCOCC3)c2)c1Br	-5.5%	-13
CN(C)C(C)(C)C#CC(O)(c1ccccc1)c1ccccc1	2.3%	-3
CCOc1ccc(OCC)c(NC(=O)CCCN2C(=O)c3cccnc3C2=O)c1	1.2%	-7
Cc1ccccc1NC(=O)Cn1c(CCC(=O)O)ccc1-c1cccs1	1.0%	-7
CC(C)OP(=O)(OC(C)C)C1(O)C(=O)Nc2ccccc21 (configuration not stated)	0.5%	8
CCCn1c(SC2C(=O)CC(C)(C)CC2=O)nc2c1c(=O)n(C)c(=O)n2C	-2.3%	/
CN1CCN(c2ccc(NC(=O)c3ccc4c(c3)[nH]c(=O)n4Cc3ccc(F)cc3)cc2)CC1	-5.5%	/
O=C(CCCn1c(SCC(=O)c2ccc(F)cc2)nc2ccccc2c1=O)NCc1ccccc1	-1.2%	-2
CN(C1CCCCC1)S(=O)(=O)c1ccc2[nH]c(=O)oc2c1	0.6%	-6
C=CCN(CC=C)S(=O)(=O)c1ccc(C(=O)Nc2nnc(CSC)o2)cc1	0.0%	-14
C/C=C/c1ccc(OC(C)=O)c(OC)c1	2.5%	/
Cc1ccc2c(c1)-c1c(cnn1CC(=O)Nc1ccccc1N1CCN(C)CC1)CO2	-1.6%&1.7%	/
Later entries:
SMILES	M. tuberculosis GlmU	Mtb RmlCD inh
COc1ccc(O)c(/C=N/NC(=O)c2ccc(OCc3cccc(Br)c3)cc2)c1	-1.8%	/
COc1ccc2[nH]c(C)c(CCN3C(=O)C4C5C=CC(C5)C4C3=O)c2c1 (configuration not stated)	/	5
Cc1ccc(C)c(/C=C(\C(=O)O)c2ccc(S(=O)(=O)N3CCCCC3)s2)c1	1.2%	0
Cc1ccc(-c2nc3[nH]c(=O)cc(NC(=O)c4cccs4)n3n2)cc1	-4.7%	28
COc1cc2c(cc1NC(=O)CSc1nnc(Cc3cccs3)n1C)oc1ccccc12	-7.8%	9
COc1cccc(-c2nn(C)c3sc(C(=O)Nc4ccc5c(c4)OCCO5)cc23)c1	-1.3%	-5
CCCc1cc(-c2n[nH]c(=S)n2-c2cccc(C)c2)cs1	-3.4%	4
O=C(O)CC1(CC(=O)Nc2ccccc2N2CCOCC2)CCCC1	-1.6%	11
Cc1cc(NCCCO)n2c(nc3ccccc32)c1C#N	9.4%	/
COc1cc(C(=O)N(C)c2nnc(-c3cccnc3)s2)cc(OC)c1OC	0.1%	/
CC(O)C(NS(=O)(=O)c1ccc(Cl)cc1)C(=O)OCC(=O)c1c[nH]c2ccccc12 (configuration not stated)	-3.7%	/
CNC(=O)Nc1cccc(-c2ccnc(C)n2)c1	-1.2%	-5
Cc1cc(C(=O)Nc2sc(C)c(-c3ccc(F)cc3)c2C(N)=O)no1	2.0%	0
Cc1c(C(=O)N/N=C/c2cccs2)nc2ccccn12	-0.8%	-6
Cc1c(NC(=O)C2CCCN2S(=O)(=O)c2ccc(Cl)cc2)c(=O)n(-c2ccccc2)n1C (configuration not stated)	-2.1%	0
Cc1ccc(NC(=O)Cn2cc(C(F)(F)F)cc(Cl)c2=O)cc1Cl	2.5%	/
CSc1nc(N)n2nc(-c3ccccc3)cc2n1	-0.7%	3
O=C(c1ccc(Cl)c(S(=O)(=O)N2CCCC2)c1)N1CCN(c2ccccn2)CC1	-2.6%	-28
COc1cc(-c2nc(-c3ccccc3)c(-c3cccs3)[nH]2)cc(OC)c1OC	1.3%	/
CNC(=O)C1=C(C)NC(=S)NC1c1cc2c(cc1OC)CCCC2 (configuration not stated)	-0.3%	-8
Cc1cc(C)c(C)c(OC(=O)c2sc(Cl)nc2C)c1	6.7%	-1
CS(=O)(=O)n1nc(-c2ccccc2)nc1NCc1ccco1	-2.0%	/
O=C(Nc1ccc(F)c(F)c1)c1cccnc1	1.0%	7
CC(C)Cn1cc(C(=O)N2CCN(c3ccccn3)CC2)c2c3ccccc3n(C)c2c1=O	-5.7%	-15
COc1ccc(NC(=O)c2ccc(OC(=S)N(C)c3ccc(OC)cc3)cc2)cc1	3.0%	7

15 entries from above, arranged by formula weight, highest first:
SMILES	M. tuberculosis GlmU	Mtb RmlCD inh
CC(O)C(NS(=O)(=O)c1ccc(Cl)cc1)C(=O)OCC(=O)c1c[nH]c2ccccc12 (configuration not stated)	-3.7%	/
CC(C)Cn1cc(C(=O)N2CCN(c3ccccn3)CC2)c2c3ccccc3n(C)c2c1=O	-5.7%	-15
O=C(c1ccc(Cl)c(S(=O)(=O)N2CCCC2)c1)N1CCN(c2ccccn2)CC1	-2.6%	-28
Cc1ccc(C)c(/C=C(\C(=O)O)c2ccc(S(=O)(=O)N3CCCCC3)s2)c1	1.2%	0
Cc1ccc(NC(=O)Cn2cc(C(F)(F)F)cc(Cl)c2=O)cc1Cl	2.5%	/
Cc1cc(C(=O)Nc2sc(C)c(-c3ccc(F)cc3)c2C(N)=O)no1	2.0%	0
Cc1ccc(-c2nc3[nH]c(=O)cc(NC(=O)c4cccs4)n3n2)cc1	-4.7%	28
COc1ccc2[nH]c(C)c(CCN3C(=O)C4C5C=CC(C5)C4C3=O)c2c1 (configuration not stated)	/	5
O=C(O)CC1(CC(=O)Nc2ccccc2N2CCOCC2)CCCC1	-1.6%	11
CNC(=O)C1=C(C)NC(=S)NC1c1cc2c(cc1OC)CCCC2 (configuration not stated)	-0.3%	-8
CS(=O)(=O)n1nc(-c2ccccc2)nc1NCc1ccco1	-2.0%	/
Cc1cc(C)c(C)c(OC(=O)c2sc(Cl)nc2C)c1	6.7%	-1
Cc1c(C(=O)N/N=C/c2cccs2)nc2ccccn12	-0.8%	-6
CSc1nc(N)n2nc(-c3ccccc3)cc2n1	-0.7%	3
CNC(=O)Nc1cccc(-c2ccnc(C)n2)c1	-1.2%	-5

Next entries follow.
SMILES	M. tuberculosis GlmU	Mtb RmlCD inh
O=C(Nc1cccc(-c2nnc(-c3ccco3)o2)c1)c1ccccc1	-1.7%	-1
COc1ccc(NC(=O)CCCCCN2C(=O)CCC2=O)cc1Cl	3.0%	1
CCCCOC(=O)c1ccc(NC(=O)CSc2nnnn2C)cc1	5.0%	0
Cc1c(S(=O)(=O)N2CCCC(C(=O)O)C2)cnn1C (configuration not stated)	1.4%	1
CCOc1ccccc1C(=O)NC1CC2CCCC(C1)N2C1CC1 (configuration not stated)	6.4%	57
CCCN(CC1CC1)C(=O)COC(=O)c1ccc(CNS(=O)(=O)c2ccc(F)c(Cl)c2)cc1	-5.5%	-3
CCNc1nc(NC(C)C)nc(Oc2ccc(OCCOc3ccccc3)nn2)n1	2.7%	/
C=CCc1c(C)nc2ccc(C(=O)OCC)cc2c1Cl	-1.0%	21
O=[N+]([O-])c1cccc(-c2nnc(-c3ccccc3)o2)c1	3.9%	7
Cc1sc2nc3ccc(NCc4ccco4)nn3c(=O)c2c1C	-3.3%	4
Cc1nn(C2CCS(=O)(=O)C2)c(Cl)c1/C=C/C(=O)OCC(N)=O (configuration not stated)	-1.0%	-12
COc1cc([N+](=O)[O-])ccc1NC(=O)CN1CCCC1	1.4%	-8
CS(=O)(=O)C1=C(O)C(=O)N(c2ccccc2)C1c1ccccc1 (configuration not stated)	0.5%	-12
CCOC(=O)CN(C(=O)CSc1nnc(-c2ccncc2)n1CCCN(C)C)c1ccccc1	3.0%	/
CN(C)S(=O)(=O)c1cccc(NC(=S)Nc2cccc3cnccc23)c1	1.2%	13
Cc1ccccc1N1C(=O)C(Cc2ccc(F)cc2)S/C1=C(\C#N)C(N)=O (configuration not stated)	0.3%	-8
CC(=O)c1c(C)oc2c1C(=O)c1ccccc1C2=O	-0.9%	/
CCCC(=O)OC1CCS(=O)(=O)c2sccc21 (configuration not stated)	-0.9%	-8

An excerpt; the hit share may differ from the screen's.
